# Source: PubChem (National Center for Advancing Translational Sciences (NCATS))
# Pf Dd2 growth – inhibitors of Plasmodium falciparum Dd2 growth. AID 1347417. P. falciparum Dd2 growth, SYBR Green, 72 h. 4.3% of 120,000 active. Potency, µM (series often up to 28.9 µM), for inactives: top-dose activity, negative = inhibition, usual class: inhibitors; active means well fitted inhibition curve with a large enough effect; inconclusive means small, poorly fitted or top-dose-only effect; inactive means no such curve, though single readings can be large or run the other way;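 further: plate controls were DMSO vehicle for no effect and reference drug for full effect; nearly all actives have a fitted effect of over 65% in size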
#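 Readout: SYBR Green fluorescence, 485 nm excitation, 535 nm emission, after ~16 h lysis at 37C. Before that, Dd2-infected red cells (2.5% hematocrit) grew 72 h with compound, 29 uM top final concentration.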
# * marks the source's active call; other numbers are inactive results; i = inactive; ? = inconclusive; [ ] = dose if it differs, or a comment. Potency means the concentration at half of the fitted maximal effect. Some of the compounds tested; rates above refer to the full screens.
SMILES,Pf Dd2 growth
Cc1ccc(C2Cn3nnc(-c4noc(-c5ccccc5C)n4)c3CO2)cc1 (configuration not stated),15%
CCOC(=O)c1c(C)[nH]c(C)c1S(=O)(=O)N1CCC(C(=O)Nc2ccc(F)cc2F)CC1,i
Cn1cc(CN2CCN3C(=O)N(c4ccccn4)C[C@H]3C2)cn1,20%[44.1 µM]
Cc1ccc(-n2c(=O)c3c(C)c(C(=O)N(C)C)sc3n(Cc3ccccc3C)c2=O)cc1C,22%
Cn1nc(C(=O)N2CC[C@@H]3CN(S(C)(=O)=O)[C@@H]3C2)c2ccccc21,6%
COc1cc(-c2noc(-c3cc(C(C)C)[nH]n3)n2)cc(OC)c1OC,?
CC(C)c1ccc(CNC(=O)CCn2ccn3nc4c(c3c2=O)CCCC4)cc1,-22%
CC(=O)N1CCc2c(c3ccccc3n2C)C1,-17%
COc1ccc(S(=O)(=O)NC[C@H]2O[C@@H](CO)[C@@H](O)[C@H]2N2CCN(c3ccccn3)CC2)cc1,-8%
Cc1ccc(C)c(Cn2ccn3nc(-c4ccc(F)cc4)c(CO)c3c2=O)c1,?
CC(C)CCN1CCn2c(nnc2-c2ccc(Cl)cc2)C1,1%
Cc1ccc(C(=O)N2CCc3cn(C)c4cccc(c34)C2)cc1,-23%
CCn1cc(C(=O)NCCc2ccc(Cl)cc2)c(=O)c2cc(S(=O)(=O)N3CCCCCC3)ccc21,32%
O=C(NC1CCS(=O)(=O)C1)C1CCCCC(=O)N1Cc1ccccc1 (configuration not stated),20%
CCN(CC)CCCNC(=O)c1cn(CC(C)C)c(=O)c2c1c1ccccc1n2C,?
Cc1cc(C)c(CNC(=O)c2cc(-c3ccccc3)cc3c2OCCN3C)c(=O)[nH]1,-3%[44.1 µM]
O=C1Nc2ccc(S(=O)(=O)Nc3ccccc3O)c3cccc1c23,24%
COc1cc(Cl)c(NC(=O)CN(C)S(=O)(=O)c2ccc3[nH]c4c(c3c2)CCCC4)c(OC)c1,-14%
Cc1nc2ncnn2c(C)c1CCC(=O)NCc1cc2n(n1)CCCNC2,5%
CCn1ccc(C(=O)N2CCC(C(=O)N3CCCCCCNC(=O)CC3)CC2)n1,24%
Cc1cc(=O)n(CC(=O)Nc2cc(Cl)ccc2C)c(N2CCc3ccccc3C2)n1,i
O=[S+]([O-])(c1ccccc1)N1CCCC2(CC(c3ccccn3)=NO2)C1 (configuration not stated),8%
CCOc1ccc(-c2cnc(NCc3ccc(OC)cc3OC)n2C)cc1,?
CCOCCN1C(=O)COC[C@@H]1[C@H](O)c1ccc(NC(=O)c2ccccc2OC)cc1,i
COc1ccccc1CCNC(=O)c1cc2c(=O)n3cccc(C)c3nc2n1C,15%
Cc1cccc(OCCCCn2c(C3CC(=O)N(c4ccccc4Cl)C3)nc3ccccc32)c1 (configuration not stated),3.2µM*
COCCn1ncc(N2CCCC(CC(=O)NCCC3=CCCCC3)C2)cc1=O (configuration not stated),?
Cc1ccc(CNC(=O)c2cnn(-c3cccc(C)c3)c2C2CCN(C(=O)OC(C)(C)C)CC2)cc1,?
CNC(=O)[C@@H]1CN(S(=O)(=O)c2ccc3c(c2)CCC3)C[C@H]1c1n[nH]c(C)n1,-11%
Cc1ccc(CNC(=O)CC2=C3CCCCC3NC2=O)o1 (configuration not stated),8%
Cc1ccccc1C(=O)N1CCN(C(=O)c2nnn3c2COC(c2ccccc2)C3)CC1 (configuration not stated),?
COc1ccc(-c2cc(N3CCCC(NC(=O)c4ccc(C)s4)C3)n[nH]2)cc1 (configuration not stated),-9%
CCOc1ccc(C(=O)NCCSc2c(C)[nH]c3ccccc23)cc1OCC,-28%
O=C(CN1C(=O)NC2(CCOCC2)C1=O)Nc1ccccc1Cl,47%[activator]
Cc1ccccc1CN1CCC(N2CCCC(C(=O)NC3CC3)C2)CC1 (configuration not stated),-22%
CC(C)CC(NC(=O)C1=NNC(=O)CC1)c1nnc2n1CCNCC2 (configuration not stated),1%
COc1ccccc1-c1nc(-c2c(C)noc2C)cc2cc(CN(C)C)oc12,?
CN(Cc1cccnc1)c1nc2c(c(=O)[nH]1)CCN(Cc1cc(F)cc(F)c1)CC2,i[5.79 µM]
Cn1nc(C2CCN(C(=O)c3cnccn3)CC2)c2c1CCOC2,i[5.79 µM]
CC1=C[C@@H](CN2CCN(c3ccccn3)CC2)[C@H](C(C)C)C[C@H]1Cc1nnc(-c2ccc(C)cc2)o1,?
CCCCOc1ccc(C(=O)NCCc2csc(-c3ccc(OC)cc3)n2)cc1,?
CSc1ccc2cc(CN(C)CCO)c(-c3ccc(Cl)cc3)nc2c1,?
CCOc1ccc(OCC)c(NS(=O)(=O)c2ccc(-c3coc(C)n3)cc2)c1,-16%
CSc1ncccc1C(=O)N1CCc2nc[nH]c2C1,-3%
Cc1oc2ncn(CC(C)C)c(=O)c2c1C(=O)N(CCN(C)C)Cc1ccccc1,i

# Four compounds drawn at random from the list so far:
SMILES,Pf Dd2 growth
CC1=C[C@@H](CN2CCN(c3ccccn3)CC2)[C@H](C(C)C)C[C@H]1Cc1nnc(-c2ccc(C)cc2)o1,?
O=C(CN1C(=O)NC2(CCOCC2)C1=O)Nc1ccccc1Cl,47%[activator]
COc1ccccc1-c1nc(-c2c(C)noc2C)cc2cc(CN(C)C)oc12,?
Cc1ccccc1CN1CCC(N2CCCC(C(=O)NC3CC3)C2)CC1 (configuration not stated),-22%

# Some values from the results shown.
# Pf Dd2 growth with CCOc1ccc(OCC)c(NS(=O)(=O)c2ccc(-c3coc(C)n3)cc2)c1 stands at -16%
# Pf Dd2 growth with CC(C)CC(NC(=O)C1=NNC(=O)CC1)c1nnc2n1CCNCC2 (configuration not stated) stands at 1%

# Continued:
SMILES,Pf Dd2 growth
COc1cccc(-c2cn3c(n2)N(C(=O)c2ccoc2)CCC3)c1,?
Fc1ccc(-c2nnc3ccc(NCc4cnccn4)nn23)nc1,15%[44.1 µM]
COc1ccc(C)cc1NC(=O)CCNC(=O)Cn1ccc2ccccc2c1=O,41%[activator]
CC(C)C[C@@H]1N[C@H](C(=O)O)Cc2cn(Cc3ccncc3)c3cccc1c23,-5%
O=C1NCc2ccccc2CC12CCN(Cc1ccccc1)CC2,-27%
Cc1ccc(C)c(N2CCN(C(=O)CCc3nnc4n(CC(C)C)c(=O)c5ccccc5n34)CC2)c1,-26%
C=CCNc1ncnc2c1CCN(C(=O)COCC1CCCO1)CC2 (configuration not stated),-15%
Cc1ccc(C(=O)NC(C)c2nc(-c3ccccn3)no2)cc1N1CCNC1=O (configuration not stated),i
Cc1noc(-c2cccs2)c1C(=O)NCCc1cccs1,?
O=C(c1cccc(Cl)c1)N1CCC(C(=O)O)(c2ccccc2)CC1,-19%
O=C(c1ccccn1)N1CCN(C(=O)N2CC3CC(C2)[C@H]2CCCC(=O)N2C3)CC1 (some centres not stated),-20%
CN(CCc1ccccn1)C(=O)c1ccc(N2CC3CC(C2)[C@H]2CCCC(=O)N2C3)nc1 (some centres not stated),?
CN(C)CCNC(=O)C1CCc2sc(C(=O)N3CCOCC3)cc2C1 (configuration not stated),10%
O=C1CCC2(CCCO2)CCN1Cc1ccc(OC(F)(F)F)cc1 (configuration not stated),4%
Nc1nc(NCc2ccc(Cl)cc2Cl)cc(C2CC(O)C2)n1 (configuration not stated),?
CN(C)CC(=O)Nc1ccc2n(c1=O)C[C@H]1C[C@@H]2CN(C(=O)c2ccc(F)cc2)C1,i
CCOc1ccc(-c2nc3c(c(SCC(=O)N4CCCCC4)n2)Cc2ccccc2O3)cc1,32%[activator]
Cc1ccccc1S(=O)(=O)N1CCC(CCC(=O)NCCN2CCOCC2)CC1,-14%
CCc1noc([C@@H]2CC(F)(F)CN2C(=O)CCn2ccnc2)n1,4%
CS(=O)(=O)N1C[C@@H]2CN(C(=O)CCn3cccn3)C[C@]2(C(=O)O)C1,-11%
Cc1cccc(-n2c(Cc3ccccc3)nnc2SCc2nc(-c3cccs3)no2)c1,-20%
COc1ccccc1CN1CCC(c2nn(Cc3ccccc3)c(=O)[nH]2)CC1,i
Fc1cccc(CN2CCNc3cnc(OCc4cccnc4)cc3C2)c1,6%[44.1 µM]
COc1cccc(C(=O)N2CCC3(CC2)c2nccn2-c2ccccc2CN3C)c1OC,i[5.79 µM]
COc1ccc(-c2nc(CSc3nncn4c3cc3sccc34)c(C)o2)cc1OC,5%
CC(=O)Nc1cccc(-c2nc(-c3c(C)noc3C)cc3c2cc(C)n3CCN(C)C)c1,?
c1ccc(-c2cnc3n2C[C@H](CNCc2cccs2)OC3)cc1,?
O=C(CSc1nc(=O)n(CCN2CCOCC2)c2c1CCC2)Nc1ccc(Cl)c(Cl)c1,i
COc1ccc(N2CC(NC(=O)C3CC3)CC2=O)cc1OC (configuration not stated),35%[activator]
Cc1cc(C)cc(N2C(=O)CSC23C(=O)N(CC(N)=O)c2ccccc23)c1 (configuration not stated),-13%

# Entries from the list above containing an aryl thioether with sulfur outside any ring:
SMILES,Pf Dd2 growth
CCOc1ccc(C(=O)NCCSc2c(C)[nH]c3ccccc23)cc1OCC,-28%
CSc1ccc2cc(CN(C)CCO)c(-c3ccc(Cl)cc3)nc2c1,?
CSc1ncccc1C(=O)N1CCc2nc[nH]c2C1,-3%
CCOc1ccc(-c2nc3c(c(SCC(=O)N4CCCCC4)n2)Cc2ccccc2O3)cc1,32%[activator]
Cc1cccc(-n2c(Cc3ccccc3)nnc2SCc2nc(-c3cccs3)no2)c1,-20%
COc1ccc(-c2nc(CSc3nncn4c3cc3sccc34)c(C)o2)cc1OC,5%
O=C(CSc1nc(=O)n(CCN2CCOCC2)c2c1CCC2)Nc1ccc(Cl)c(Cl)c1,i

# Continued:
SMILES,Pf Dd2 growth
COc1ccc(CNC(=O)CCC2CCN(S(=O)(=O)c3ccccc3)CC2)cc1OC,-19%
CCOc1ccc(OCC)c(NS(=O)(=O)c2cc(-c3onc(C)c3C)ccc2OC)c1,i
O=C(CCc1nnn2c1CN(C(=O)NCc1ccccc1)CC2)N1CCOCC1,-16%
O=C(Nc1ccccc1Br)N1CCC(CN2CCCC2)CC1,-5%
Cc1c2cnn(CC(=O)NCc3ccc(F)cc3)c(=O)c2c(C)n1Cc1cccc(Cl)c1,-5%
COc1ccccc1C(=O)N1CC(CNC(=O)C2CC2)C2(C1)CN(c1ccccc1)C2 (configuration not stated),?
CCCSc1nc(-c2ccccc2)[nH]c1S(=O)(=O)c1ccc(C)cc1,-5%
COc1ccc(CCNC(=O)c2ccc3c(c2)N(Cc2ccccc2)CCS3)cc1OC,?
COCC1CCCN(Cc2nc(-c3ccccc3Cl)oc2C)C1 (configuration not stated),?
c1cncc(CNC[C@H]2Cn3c(-c4ccc5c(c4)OCCO5)cnc3CO2)c1,?
CCc1ccc(CN(C(=O)Nc2cccc(Cl)c2)c2ccccn2)cc1,-1%
O=C(C1CCCCC1)N1Cc2[nH]cnc2C[C@H]1c1nc(-c2ccc3ccccc3c2)no1,i
C=CCOc1cc(C)c2c(c1C)[C@H](O)C([C@H](C)C(=O)N(C)Cc1ccccc1)CC2 (some centres not stated),-30%[44.1 µM]
CCC(Sc1nnc(C)n2c1cc1sccc12)C(=O)Nc1ccccc1F (configuration not stated),?
Cc1ccc2oc(C(=O)N(C)Cc3cc(-c4ccccc4)no3)c(C)c2c1,-7%
Cc1cc2n(n1)CCCN2C(=O)Nc1ccccc1C(F)(F)F,1%
O=C(NCCc1ccccc1)[C@H]1CN(Cc2ccccc2)C[C@H]1C(=O)O,3%
CN(c1ccccc1)c1ccc2c(n1)CN(Cc1ccc(F)cc1)C(=O)CO2,i
COc1ccc(S(=O)(=O)N2CCOC[C@H](Oc3ccccc3)C2)cc1,-12%[44.1 µM]
C#CC(C)(CC)NC(=O)Cn1nnc(-c2ccc(OCc3ccccc3Cl)cc2)n1 (configuration not stated),i
COCCNC(=O)CSc1nc(-c2ccc(C)cc2)[nH]c1-c1ccc(OC)cc1,-18%
Cn1nccc1C(O)c1cc2n(n1)CCN(C(=O)CCN1CCCO1)C2 (configuration not stated),-11%
CC(C)NC(=O)CCC[C@@H]1[C@H]2CCCN3CCC[C@@H](CN1C(=O)c1cccnc1)[C@@H]23,i
Cc1noc(C)c1CC(=O)N1CCCCCCNC(=O)[C@@H]2CCCC[C@@H]21,?
CCn1nc(C)c2c(-c3ccccc3)cc(=O)n(C(C)C(=O)Nc3ccc(OC)c(OC)c3)c21 (configuration not stated),4%
CNC(=O)[C@@H](c1ccc(Cl)cc1)N1CCC[C@H]1C(=O)N1CCC1,3%[44.1 µM]
Cn1cnc(S(=O)(=O)N2CCCCC2c2nc(-c3cnccn3)n[nH]2)c1 (configuration not stated),2%
COc1ccc(C2=Nc3ccc(OC(F)(F)F)cc3NC(c3cccnc3)=N2)cc1,?
O=C(NCc1ccccc1C(F)(F)F)c1cc2c(s1)CCN(C(=O)c1ccccc1)C2,i
Cn1cc(CN[C@H]2C[C@H]3C(=O)NC[C@@H](CCC(=O)N4CCc5ccccc54)N3C2)c2ccccc21,-11%
CS(=O)(=O)N1CCCN(C(=O)NC2CCCCC2)CCNC(=O)CC1c1ccccc1 (configuration not stated),-11%
COc1cc2c(cc1OCc1ccccc1)N(C(=O)C1CCC(C)CC1)CC21CCN(C)CC1 (configuration not stated),?
Cc1ccc(CNC(=O)Cn2c(N(C)Cc3ccccc3)nc(C)cc2=O)cc1,?
CCCNC(=O)CCc1ccc2c(c1)CN(C(=O)NCC)CCO2,16%
COCCNC(=O)[C@@H]1C[C@@H](O)CN1C1CCN(C(=O)C(C)C)CC1,4%
Cc1ccsc1C(=O)NC1CCN(C(=O)N2CC3CC(C2)[C@H]2CCCC(=O)N2C3)CC1 (some centres not stated),-24%
CCc1ccccc1-n1nc(-c2c(C)nc3scc(CC(=O)NCCOC)n3c2=O)cc1C,i
CN(C)CC1(O)CCC2(CCN(C(=O)c3nccc4ccccc34)CC2)CC1,?
Cc1ccc(C)c(CN2C(=O)c3ccccc3Sc3ccc(C(=O)NCCCOC(C)C)cc32)c1,-16%
